Compound activity as filed in PubChem.
PI4K2A block: blocks human PI4K2A kinase activity; 420,000 tested, 0.13% active; activity change, negative = inhibition, % at 76.9 µM; AID 1346378; purified PI4K2A, ADP-Glo luminescence, 1 h; hits give low values; in the data active = activity change below about -50%; inconclusive = mostly about -30% to -49%;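 also: -100% = wells without enzyme as full effect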
Target sequence (Q9BTU6 whole entry, looked up): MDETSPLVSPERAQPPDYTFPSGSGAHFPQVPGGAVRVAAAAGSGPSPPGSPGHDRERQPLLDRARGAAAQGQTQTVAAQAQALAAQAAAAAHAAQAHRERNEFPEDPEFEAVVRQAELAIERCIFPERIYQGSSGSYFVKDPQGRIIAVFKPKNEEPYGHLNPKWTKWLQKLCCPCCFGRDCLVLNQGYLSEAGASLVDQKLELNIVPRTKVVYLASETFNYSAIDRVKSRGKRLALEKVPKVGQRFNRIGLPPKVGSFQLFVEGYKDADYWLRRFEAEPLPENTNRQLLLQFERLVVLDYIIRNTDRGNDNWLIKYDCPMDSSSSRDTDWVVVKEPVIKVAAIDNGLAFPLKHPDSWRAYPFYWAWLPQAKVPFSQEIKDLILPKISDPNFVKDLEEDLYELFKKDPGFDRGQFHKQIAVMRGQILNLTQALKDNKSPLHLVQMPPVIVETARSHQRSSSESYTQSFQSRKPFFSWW
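PI4K2A activity was measured by ADP-Glo luminescence: enzyme (4 ug/mL stock) and phosphatidylinositol (1.2 mM stock) in Tris pH 7.5/MgCl2/EGTA/Triton X-100 buffer were reacted with ATP (300 microM stock) for one hour at ambient temperature.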
JMJD2A Tudor inh: inhibitors of human JMJD2A Tudor domain | O75164 | AlphaScreen JMJD2A-Tudor / H3K4me3 peptide binding | Potency, µM (highest dose often 114 µM), for inactives: at the highest dose activity change, negative = inhibition, actives largely listed as inhibitors | 390,000 tested, 4.4% active; also: potency is read from the fitted curve at half-maximal effect; % is scaled to controls: 0 for no effect and ±100 for the full control effect; nearly all actives have a fitted effect of over 50% in size
ALOX12 inh: ALOX12 (human) lipoxygenase inhibition | purified 12hLO, xylenol orange hydroperoxide absorbance | Potency, µM (titrated, usually from 108 µM), for the others: top-dose activity change, negative = inhibition, most hits filed as inhibitors | 580,000 tested, 1.1% active; also: potency is read from the fitted curve at half-maximal effect; % is scaled to controls: 0 for no effect and ±100 for the full control effect
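Hydroperoxide product was detected by ferrous iron/xylenol orange as the 573 to 405 nm absorbance ratio. Arachidonic acid at 40 uM (final) was turned over for 30 min at room temperature by 150 nM human 12hLO, pH 7.0 Hepes buffer, after 15 min compound preincubation.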
BAZ2B block: blocks human BAZ2B. 360,000 tested, 4.4% active. Potency, µM (highest dose often 114 µM), for the others: top-dose activity change, negative = inhibition, most hits filed as inhibitors. Q9UIF8. AlphaScreen BAZ2B-H3K14Ac peptide displacement. AID 504333; also: potency is read from the fitted curve at half-maximal effect; % is scaled to controls: 0 for no effect and ±100 for the full control effect; nearly all actives have a fitted effect of over 60% in size
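BAZ2B (50 nM) with biotin-H3(5-23)K14Ac peptide (50 nM) in PBS pH 7.4, 0.01% Tween-20, preformed 30 min, then compound 30 min at room temperature; top concentration 110uM. AlphaScreen streptavidin donor/nickel chelate acceptor beads (10 ug/mL final), 20 min dark, signal read.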
G9a block: inhibitors of human histone lysine methyltransferase G9a; Q96KQ7; G9a H3K9 monomethylation, AlphaScreen, 2 h; Potency, µM (top dose mostly 102 µM), for the others: at the top dose activity, negative = inhibition, most hits filed as inhibitors; 350,000 tested, 8.8% active; also: potency is read from the fitted curve at half-maximal effect; % is scaled to controls: 0 for no effect and ±100 for the full control effect; nearly all actives have a fitted effect of over 75% in size
Target sequence (Q96KQ7 913-1193 limits assumed): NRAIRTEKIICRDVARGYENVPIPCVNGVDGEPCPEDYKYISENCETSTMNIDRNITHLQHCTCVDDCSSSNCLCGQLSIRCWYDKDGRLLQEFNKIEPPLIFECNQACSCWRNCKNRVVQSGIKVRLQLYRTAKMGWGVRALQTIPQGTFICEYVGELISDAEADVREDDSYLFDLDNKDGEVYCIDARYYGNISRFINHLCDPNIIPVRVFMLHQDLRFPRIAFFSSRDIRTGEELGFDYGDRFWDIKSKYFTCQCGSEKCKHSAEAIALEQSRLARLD
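Readings reflect AlphaScreen signal from monomethyl-H3K9 antibody detection. HMT at 20 nM; substrate b-H3K9 500 nM; cofactor SAM 20 uM; 2 h RT reaction; compounds tested as titrations in qHTS with 15 min preincubation.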
ERG Ets-DNA blk: inhibitors of human ERG Ets domain-DNA interaction. P11308. fluorescence polarization, His-ERG Ets domain / labelled DNA. Potency, µM (top dose mostly 76.9 µM), for inactives: at the highest dose FP activity, negative = inhibition, most hits filed as inhibitors. 370,000 tested, 0.028% active. AID 624246; active = well fitted inhibition curve with a large enough effect in the polarisation, with a control signal flat; inconclusive = small, poorly fitted or top-dose-only effect, or effect the other way, or a change in a side signal; inactive = no such curve, though single readings can be large or run the other way; the % refers to the polarisation;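 also: polarization taken with two DNA probes labelled with fluorescein and Texas red; potency is read from the fitted curve at half-maximal effect; % of control where 0% means no effect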
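His-tagged ERG Ets domain (1 uM in the protein solution; 300mM KCl, 50mM Tris-HCl, 1mM EDTA, 1mM DTT, pH 7.5) received compound, then a probe mix of 5 nM fluorescein-DNA and 100nM Texas-615-DNA. Fluorescence polarization was read for both dyes.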
RGS4 inh: human RGS4 inhibition | P49798 | Transcreener GDP fluorescence polarization, RGS4-accelerated GTP hydrolysis | Potency, µM (doses to about 114 µM), for inactives: at the highest dose activity change, negative = inhibition, most hits filed as inhibitors | 390,000 tested, 0.039% active | AID 504845; also: potency is read from the fitted curve at half-maximal effect; % is scaled to controls: 0 for no effect and ±100 for the full control effect; nearly all actives have a fitted effect of over 75% in size; some results filed as inactive show a strong effect at the top dose
Target sequence (P49798 whole entry, looked up): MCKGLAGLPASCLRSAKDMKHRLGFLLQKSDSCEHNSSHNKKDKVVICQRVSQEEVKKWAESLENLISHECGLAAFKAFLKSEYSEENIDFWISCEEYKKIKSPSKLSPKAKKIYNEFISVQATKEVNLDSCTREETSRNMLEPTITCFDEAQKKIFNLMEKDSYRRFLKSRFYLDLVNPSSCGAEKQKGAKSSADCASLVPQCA
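MLSMR compounds (23 nl, pin-transferred) preincubated 10 min at room temperature with a 500nM (2x) first reagent, then RGS4 at 900nM (2x) plus Transcreener GDP mix added; fluorescence polarization (620/688 nm) read before and after 90 min at 30 °C.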
GLS inhibitor: blocks human kidney-isoform glutaminase activity | O94925 | GLS enzymatic activity, qHTS titration | Potency, µM (doses to about 45.5 µM), inactives show top-dose activity change, negative = inhibition, usual class: inhibitors | 410,000 tested, 0.21% active; also: potency is read from the fitted curve at half-maximal effect; % is scaled to controls: 0 for no effect and ±100 for the full control effect
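Coupled fluorescence readout: glutamate oxidase/HRP/Amplex Red detect glutamate formed by hKGA from L-glutamine (1 mM solution added). Buffer 45 mM KH2PO4 pH 8.2, 0.02% Tween-20; reads at t0 and 30 min RT.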
HP1b chromo inh: HP1-beta chromodomain-methylated histone interaction inhibition. AID 540317. AlphaScreen HP1-beta / biotin-H3K9me3 peptide binding. 390,000 tested, 0.56% active. Potency, µM (doses to about 114 µM), without a hit: at the top dose activity change, negative = inhibition, usual class: inhibitors; also: potency is read from the fitted curve at half-maximal effect; nearly all actives have a fitted effect of over 70% in size; inactives centre near 23
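HP1-beta protein (50 nM final) preincubated 30 min at room temperature with biotinylated H3(1-18)K9me3 peptide (50 nM) in PBS pH 7.4, 0.01% Tween-20, then compound added for 30 min. AlphaScreen streptavidin donor/nickel chelate acceptor beads (10 ug/mL final), 30 min dark, luminescence read.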
An asterisk follows results filed as active; ? = inconclusive; · = no result given; & = joins results of further samples; [ ] = remark or other dose. Unless noted, calls follow the shape of the dose curve; as a rule, active = well fitted curve in the direction sought with a large enough effect; inconclusive = small, poorly fitted or top-dose-only effect, or another doubt; inactive = no such curve, though single readings can be large; an effect the other way counts as inactive or inconclusive.

SMILES	PI4K2A block	JMJD2A Tudor inh	ALOX12 inh	BAZ2B block	G9a block	ERG Ets-DNA blk	RGS4 inh	GLS inhibitor	HP1b chromo inh
O=C(CN1C(=O)COc2ccccc21)NCCN1CCC(Cc2ccccc2)CC1	-8	-16%	-8%	9%	-21%	-1%	-4%	4%	9%
CC(=O)C1=C(O)C(=O)N(Cc2ccccc2)C1c1ccco1 (stereo not drawn)	-1	?	-14%	?	50µM*	-4%	-8%	-8%	15%
CC(C)(C)OC(=O)N1CCC(c2c(C(=O)O)cnn2-c2ccc(Cl)cc2)CC1	4	-27%	?	-26%	-42%	2%	8%	-11%	-1%
COc1ccc(-c2nc(CS(=O)CC(=O)NCCc3ccccc3)c(C)o2)cc1OC (stereo not drawn)	1	-21%	-11%	-18%	?	-1%	-46%	-1%	4%
CC(=O)Nc1ccc(S(=O)(=O)N2CCN(S(=O)(=O)N3CCC(C)CC3)CC2)cc1	-1	-6%	3%	4%	1%	2%	-10%	6%	-20%
O=C(CCCc1ccccc1)NC1CC1	3	0%	?	-2%	-15%[59 µM]	-1%	-31%	-4%	26%
Cn1cc(Cl)c(C(=O)N/N=C/c2ccc3c4c(cccc24)CC3)n1	-7	-8%	·	-17%	12%	18%	-14%[56.9 µM]	-4%	70%[activator]
CC1CC(=S)Nc2ccccc2N1C(=O)Nc1ccccc1 (stereo not drawn)	2	-3%	1%	?	-8%[59 µM]	-4%	26%	-2%	26%
O=C(Nc1ccccc1)c1cccc(S(=O)(=O)Nc2cccc(F)c2)c1	2	-9%	?	3%	1%[59 µM]	3%	-18%	0%	62%[activator]
CNC(=O)c1sc(-c2ccc(Cl)cc2)nc1C	-3	8%	425%[activator]	1%	21%[59 µM]	-2%	16%	16%	24%
COc1ccc(OC)c(NC(=O)NNC(=O)COc2ccc(-c3ccccc3)cc2)c1	-7	-27%	6%	5%	41%	5%	8%	16%	12%
CC(C)(C)OC(=O)N/N=C/c1cc(N=Nc2ccccc2)ccc1O	0	?	-17%	?	17%[59 µM]	·	-16%	14%	-25%
O=C(NCC12CC3CC(C1)CC(CNC(=O)N1CCCC1)(C3)C2)N1CCCC1	11	5%	-14%	4%	-8%[12.7 µM]	-10%	4%	-3%	27%
NC(=O)/C(=C/c1ccco1)C(N)=S	-8	?	?	-17%	18µM*	14%	?	11%	-7%
CN1C(=O)[C@@H]2[C@H](C1=O)[C@@H]1C(=O)Nc3ccccc3C(=O)N1[C@@H]2c1cccc(Br)c1	0	-7%	-24%	7%	-9%[2.33 µM]	-2%	16%	1%	50%[activator]
Cc1nnc(SCC(=O)N(C2CCCCC2)C2CCS(=O)(=O)C2)n1C (stereo not drawn)	-4	-10%	203%[activator]	-4%	?	12%	21%	-1%	31%
O=C(CCN1C(=O)C2C3CCC(C3)C2C1=O)Nc1ccc(Br)cc1 (stereo not drawn)	9	8%	1%	8%	6%[59 µM]	·	-41%	1%	27%
CCn1c(-c2cc(-c3ccc(OC(C)C)cc3)nc3ccccc23)n[nH]c1=S	5	-20%	-12%	-34%	28µM*	-2%	-24%	-9%	4%
CC(C)(C)OC(=O)NCCNC(=O)c1cccs1	0	-5%	81%[activator]	2%	32%[59 µM]	-1%	-7%	0%	20%
O=C(CCN1C(=O)C2C3C=CC(C3)C2C1=O)N1CCN(c2cccc(Cl)c2)CC1 (stereo not drawn)	0	-19%	50%[activator]	-9%	12%	-2%	?	3%	20%
O=C(O)CSc1nc(C(F)(F)F)cc(=O)n1-c1ccccc1	1	-17%	0%	6%	51%[activator][59 µM]	-5%	-19%	-4%	25%
CCOC(=O)C(C)NC(=O)C(NC(=O)C1CCC(CC)CC1)C(C)C (stereo not drawn)	4	5%	0%	-1%	15%[59 µM]	5%	10%	1%	38%
CS(=O)(=O)NCCNc1ccc(Cl)cc1[N+](=O)[O-]	-1	-6%	-8%	-24%	?	6%	-3%	0%	26%
COc1ccc(C2Nc3ccccc3NC3=C2C(=O)CC(C)(C)C3)c(OC)c1OC (stereo not drawn)	-5	-3%	?	?	25%	9%	3%	-23%	24%
Cc1cccc(-c2cc3c(N=O)c4ccccc4c-3n[nH]2)c1	-5	?	-28%	-20%	-26%	9%	-2%	-3%	19%

Brought forward from above: 2 entries, then new ones.
SMILES	PI4K2A block	JMJD2A Tudor inh	ALOX12 inh	BAZ2B block	G9a block	ERG Ets-DNA blk	RGS4 inh	GLS inhibitor	HP1b chromo inh
COc1ccc(C2Nc3ccccc3NC3=C2C(=O)CC(C)(C)C3)c(OC)c1OC (stereo not drawn)	-5	-3%	?	?	25%	9%	3%	-23%	24%
Cc1cccc(-c2cc3c(N=O)c4ccccc4c-3n[nH]2)c1	-5	?	-28%	-20%	-26%	9%	-2%	-3%	19%
CN(C)C(=O)CSc1nnc(-c2cccnc2)n1-c1ccccc1	-8	-7%	370%[activator]	-2%	15%	4%	-8%	0%	37%[activator]
CCOC(=O)c1cnc2c(-c3ccccc3)cnn2c1N	-1	-12%	0%	1%	20%[2.33 µM]	-4%	-29%	-1%	15%
CCOc1cc(C(=O)CCC(=O)OCC(=O)Nc2ccc(C)c(S(=O)(=O)N(C)C)c2)ccc1O	0	-14%	-16%	?	-15%	8%	41%	-1%	27%
O=C(Nc1ccc2c(c1)OCO2)c1ccc(Cl)s1	-9	-18%	?	-28%	?	2%	-6%	-5%	28%
CC(C)[C@H](NS(=O)(=O)c1ccc(Cl)cc1)C(=O)OCC(=O)NCCN1C(=O)CSC1=O	-3	-18%	-17%	0%	·	-7%	31%	6%	12%
COc1cc(C(=O)Nc2ccc3c(c2)CCCN3C(=O)c2ccco2)c([N+](=O)[O-])cc1OC	0	-30%	-10%	-1%	18%[2.33 µM]	-2%	1%	6%	-13%
COC(=O)Cn1ccc2cc(S(=O)(=O)N3CCCCC3)ccc21	3&0	-6%&-8%	-5%&-13%	-20%&1%	5%	-11%&3%	-11%[56.9 µM]	2%&-4%	40%&70%[activator]
O=C1CC(=O)NC(SCC(=O)Nc2ccccc2[N+](=O)[O-])=N1	-7	35µM*	-10%	40µM*	25µM*	4%	-36%	157%[activator]	?
Cc1ccc(C(=O)Nc2ncc3c(n2)CC(c2ccco2)CC3=O)cc1 (stereo not drawn)	-17	-9%	?	-5%	?	13%	-27%	-3%	21%
COc1ccc(Cn2cc3c(-c4ccc(F)cc4)nnc-3c3cc(OC)c(OC)cc32)cc1	-3	-17%	?	0%	34%[59 µM]	9%	-3%	-3%	38%[activator]
CCOc1c(Cl)cc(CNC(C)(C)CC(C)(C)C)cc1OC	-4	-1%	0%	6%	-8%[2.33 µM]	-3%	29%	4%	28%
COc1ccc(CN2CCN(C(=O)CCC(=O)c3ccc(C)s3)CC2)cc1OC	-10	-26%	16%	-10%	16%[12.7 µM]	2%	12%	2%	-9%
Cc1cc(C)cc(N2C(N)=NC(N)=NC2c2ccccc2F)c1 (stereo not drawn)	-26	0%	0%	-21%	2%	9%	18%	-5%	30%
CC(=O)Nc1cccc(/C(C)=N/NC(=O)c2cccs2)c1	-8	-5%	-2%	-3%	-4%	-2%	-16%	-1%	35%
CCN(Cc1ccccc1)S(=O)(=O)c1ccc(C(=O)Nc2nnc(-c3ccccc3OC)o2)cc1	7	-11%[11.4 µM]	1%	15%	-15%	-10%	-17%[11.4 µM]	6%	-23%
Cc1cc(NS(=O)(=O)c2cc(Cl)sc2Cl)no1	4	-3%	-7%	-16%	1%	6%	1%	1%	21%
COc1ccc(Br)cc1CNC(=O)Cn1nc(C)n2cccc2c1=O	1	-27%	6%	-7%	65%	1%	-31%	-5%	6%
NC(=O)C1CCN(c2csc3ccc(F)cc3c2=O)CC1	-5	-2%	-20%	-2%	0%[59 µM]	5%	-20%	10%	31%[57 µM]
CCOc1ccc(N(CC)C(=O)CCc2nc(-c3ccccc3F)no2)cc1	-1	30%	-21%	28%	4%[59 µM]	-3%	4%	5%	58%[activator]
Cn1cc(C(=O)N/N=C/c2cccs2)c2ccccc21	-3	-29%	30%[activator]	0%	-13%	14%	3%	3%	29%
CC1=CC(C)C2(CO)COC(c3ccccc3O)C1C2C (stereo not drawn)	4	-13%	0%	?	-3%[59 µM]	-14%	-11%	-1%	47%[activator]
COc1ccccc1Cn1c(=S)[nH]c2cc(C(=O)NCC(OC)OC)ccc2c1=O	-1	7%	9%	2%	-13%	-6%	7%	10µM*	49%[activator]
CCn1nnc2cc(C(=O)N(CCOC)CC(=O)Nc3cccc(C)c3C)ccc21	6	5%	3%	5%	8%[2.33 µM]	·	1%	-4%	31%
CC1(c2ccccc2)NC(=O)N(CC(=O)Nc2ccc(Cl)c(S(=O)(=O)N3CCCCC3)c2)C1=O (stereo not drawn)	-1	-28%	0%	-19%	35%	23%	-25%	-1%	0%
Cc1ccc(/C=C/C(=O)OCC(=O)NCCN2C(=O)CSC2=O)cc1	4	-4%	1%	-3%	-13%	12%	15%	6%	22%
COc1ccc(CC2S/C(=N/N=C/c3ccc(O)cc3)NC2=O)cc1 (stereo not drawn)	0	-5%	2%	-3%	19%	8%	3%	3%	4%
CC(=O)Nc1nonc1-c1nnc(SCc2ccc(C)cc2)n1C	0	-10%	4%	-2%	-1%[59 µM]	7%	17%	4%	28%

A portion of the library (hit frequency here may not be typical).
